SF1 activator = activators of human nuclear receptor SF-1; activation, % at 10 µM; CHO-K1 Gal4-SF-1 LBD luciferase reporter; % increase over DMSO SF-1-specific signal; AID 522; actives 1.9% (n = 65,000);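 active = activation above the mean activation of all tested compounds plus 3 SD, cut at about 50% in these data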
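Test system: CHO-K1 cells co-transfected with Gal4 DBD–human SF-1 LBD, 5xGal4 luciferase reporter. Quantity: 4,000 cells per well. Compound: 10 µM only. Incubation: compound added 1 h post-seeding, 20 h exposure at 37 °C, 5% CO2. Detection: SteadyLite luciferase luminescence. Replication: one test per compound.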
E coli RNAP = Escherichia coli RNA polymerase inhibition; P0A8V2; E. coli RNA polymerase, fluorescence transcription assay; inhibition, %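 (tested at 10 µM)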; actives 0.2% (n = 62,000); AID 559; in the data active = inhibition above about 20%;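 note: 0% = enzyme without compound and 100% = no enzyme blank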
Target sequence (P0A8V2 whole entry, looked up): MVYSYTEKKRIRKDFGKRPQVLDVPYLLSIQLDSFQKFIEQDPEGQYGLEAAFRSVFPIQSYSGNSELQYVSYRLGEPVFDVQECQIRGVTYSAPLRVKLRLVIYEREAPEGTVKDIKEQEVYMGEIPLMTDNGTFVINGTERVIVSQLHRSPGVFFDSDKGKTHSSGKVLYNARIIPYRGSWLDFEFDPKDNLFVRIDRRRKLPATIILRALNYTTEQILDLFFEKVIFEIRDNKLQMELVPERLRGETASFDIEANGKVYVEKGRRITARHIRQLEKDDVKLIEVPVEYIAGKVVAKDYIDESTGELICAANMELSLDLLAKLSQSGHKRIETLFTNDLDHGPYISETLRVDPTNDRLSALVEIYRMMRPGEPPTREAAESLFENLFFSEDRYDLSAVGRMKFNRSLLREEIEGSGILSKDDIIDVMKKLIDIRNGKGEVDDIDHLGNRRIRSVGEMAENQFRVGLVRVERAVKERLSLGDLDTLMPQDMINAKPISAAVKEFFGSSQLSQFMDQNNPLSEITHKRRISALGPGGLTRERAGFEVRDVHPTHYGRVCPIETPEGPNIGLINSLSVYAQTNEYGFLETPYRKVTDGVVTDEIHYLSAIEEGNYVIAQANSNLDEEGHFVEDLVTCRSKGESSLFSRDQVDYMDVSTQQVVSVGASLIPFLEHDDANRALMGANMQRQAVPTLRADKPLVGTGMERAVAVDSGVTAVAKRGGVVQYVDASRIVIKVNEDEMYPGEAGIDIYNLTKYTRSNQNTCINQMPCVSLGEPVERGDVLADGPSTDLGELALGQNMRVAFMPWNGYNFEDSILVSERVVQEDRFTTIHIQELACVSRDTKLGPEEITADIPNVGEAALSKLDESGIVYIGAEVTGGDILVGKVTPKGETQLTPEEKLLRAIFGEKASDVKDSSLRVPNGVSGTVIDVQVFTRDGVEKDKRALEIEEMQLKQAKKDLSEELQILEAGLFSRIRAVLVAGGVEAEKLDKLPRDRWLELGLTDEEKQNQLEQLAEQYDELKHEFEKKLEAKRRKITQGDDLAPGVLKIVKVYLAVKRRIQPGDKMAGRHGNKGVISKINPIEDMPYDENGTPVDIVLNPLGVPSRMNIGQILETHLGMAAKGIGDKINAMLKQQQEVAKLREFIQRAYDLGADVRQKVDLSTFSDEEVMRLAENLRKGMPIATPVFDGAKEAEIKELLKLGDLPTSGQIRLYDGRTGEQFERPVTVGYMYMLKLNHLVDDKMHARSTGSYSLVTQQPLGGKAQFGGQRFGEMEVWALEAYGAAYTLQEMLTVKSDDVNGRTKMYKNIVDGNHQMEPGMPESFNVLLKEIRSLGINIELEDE
tolC growth inh = growth inhibitors of E. coli BW25113 tolC mutant; OD615; growth inhibition, % at 10 µM (by protocol); actives 2.2% (n = 65,000);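 active = growth inhibition at or above a cutoff equal to the mean over every tested compound plus 3 SD, cut at about 60% in these data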;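 note: growth measured after 20 h incubation at 37 °C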
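Test system: E. coli BW25113 ΔtolC::kan bacteria; incubation: 37 °C, 20 h exposure; medium: LB broth supplemented with 50 µg/mL kanamycin; read-out basis: percent growth inhibition; signal: A615 absorbance measurement; compound: 10 µM final, single dose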
M1 ag = agonists of M1 muscarinic receptor | AID 626 | actives 3% (n = 64,000) | CHO-M1 cells, Fluo-4 calcium fluorescence, agonist mode; stronger effect = higher value | B-score at 10 µM;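 active = fluorescence rise, raw or as B-score row- and column-corrected plate score, outside the 99.7% band of its plate's samples, either direction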
M1 antagonist = M1 muscarinic receptor (rat) antagonism; P08482; CHO-M1 cells, Fluo-4 calcium, ACh EC80 antagonist mode; stronger effect = lower value; B-score at 10 µM; actives 3.4% (n = 64,000); AID 628;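 active = calcium fluorescence response, raw or row-and-column corrected B-score, differing from the plate sample mean either way at a set confidence level, mostly lower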
Autofluor 339 = intrinsic fluorescence of library compounds, ex339/em460 – biochemical, MLSMR library, data from DPM-DC assay, artefact control, profiling panel; compound autofluorescence, ex339/em460 nm, NADH buffer; stronger effect = higher value; 1 = no-compound wells, NADH background; AID 709; actives 5.5% (n = 65,000); fluorescence fold increase at 10 µM;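 active = at 10 µM, mean starting fluorescence two-fold or more over control wells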;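 note: signal is the first read of a kinetic run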
NADH enzymes = inhibitors of enzymes used to reach an NAD/NADH endpoint. coupled PK/LDH NADH assays, four targets. IC50, µM (series often up to 10 µM), for the others: top-dose inhibition. actives 0.02% (n = 65,000);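 active = single-dose screening hits from any of four coupled enzyme assays that gave an IC50 when retested across doses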;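 note: the DPM-DC format reads NADH fluorescence rather than 340 nm absorbance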
RORa activator = RORA (human) activation. CHO-K1 Gal4-RORA LBD luciferase reporter, luminescence; percent increase over mock-subtracted basal signal. activation, % at 10 µM. actives 1.5% (n = 65,000);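 active = activation above the mean of all tested compounds plus 3 SD, cut at about 49% in these data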;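 note: 0% = DMSO-treated RORA cells and 100% = added signal equal to DMSO minus mock-transfected cells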
TNAP act DEA = human TNAP activation, intermediate phosphate acceptor. 64,000 tested, under 10 active. AID 813. purified TNAP, CDP-star luminescence, 100 mM DEA, 30 min; stronger effect = higher value; scale: 0 levamisole-inhibited, 1 vehicle-only enzyme. activation factor at 20 µM;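 active = activation factor of at least 2 at 20 µM, relative to controls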
* marks the source's active call; other numbers are inactive results; / = not tested or not shown.

mol	SF1 activator	E coli RNAP	tolC growth inh	M1 ag	M1 antagonist	Autofluor 339	NADH enzymes	RORa activator	TNAP act DEA
O=c1c2ccccc2nnn1CSc1nnc(-c2ccco2)o1	12	11	-10	0.51	-0.65	1.1	3%	13	0.9
Cc1ccccc1NC(=O)CN1CCC(NC(=O)Nc2ccccc2)CC1	0	9	5	2.1e-05	0.069	1	3%	15	0.9
COc1ccccc1N=Cc1nc(-c2ccccc2)oc1OC(C)=O	7	14	18	0.65	0.073	1	2%	-12	0.9
COc1ccc(N2CCn3c2nc2c3c(=O)n(CCN3CCOCC3)c(=O)n2C)cc1	2	/	-22	0.94	0.36	1.1	3%	-7	0.9
COC(=O)Nc1ccc(S(=O)(=O)Nc2ccccc2F)cc1	-4	3	-19	-0.2	0.19	1.1	6%	0	0.8
C=Cn1ccnc1P(=S)(c1ccc2c(c1)c1ccccc1n2CC)c1nccn1C=C	17	5	2	-0.24	0.053	1.1	3%	11	0.8
O=C(O)CN1C(=O)CSc2ccccc21	8	5	-9	0.13	0.13	1.1	8%	-18	1.1
CC1(C)Cc2cccc(OCC(=O)Nc3nccs3)c2O1	19	7	-12	0.41	0.31	1.1	0%	-7	0.9
Cc1nc(CN2CCN(C(=O)NC3(c4ccccc4)CC3)CC2)cs1	-7	8	-12	/	/	1.1	6%	-22	0.9
Cc1cc(C(=O)NCc2cc(C)n(C)n2)sc1-c1ccccc1	7	12	41	3*	-1.1	1.5	4%	17	0.9
O=C(CN1C(=O)CCC1=O)Nc1ccc2c3c(cccc13)CC2	7	6	-6	0.35	-0.0027	1.1	9%	-4	1
CCc1cc(C=C(Cl)Cl)oc(=O)c1C	-23	/	3	0.055	-0.6	1.1	4%	-9	1
Cc1ccc(C)c(-n2c(Cc3cc(=O)[nH]c(=O)[nH]3)nnc2SCC(=O)NCc2ccco2)c1	12	10	-10	-0.3	-0.61	1	2%	-7	0.9
Cc1ccc(S(=O)(=O)N2CCCCC2)cc1C(=O)c1nccn1C	-2	7	4	0.16	0.0051	1	5%	-20	1
O=C(CCCNS(=O)(=O)c1cccc2nsnc12)NC1CCCCC1	10	26*	-16	-0.53	-0.96	1.1	7%	-13	0.9
Cc1ccc(S(=O)(=O)n2nc(-c3cccnc3)nc2N)cc1	5	11	-11	-0.11	-0.2	1.1	4%	-2	1
COc1cc2c(cc1OC)CN(C(=O)CSc1nc(N)c(C#N)cc1C#N)CC2	2	8	4	-1.2	0.51	1.4	8%	5	0.9
CCOC(=O)C(NC(C)=O)(Nc1ccc(F)cc1)C(F)(F)F (stereo not drawn)	5	5	-23	0.27	0.87	1.1	4%	11	0.9
CC(C)(C#N)N([O-])C=C[N+](=O)C(C)(C)C#N	-5	/	-1	-0.075	0.2	1.1	0%	-11	1
CCCCn1c(=O)c(Cc2ccccc2)c(O)c2ccccc21	3	0	51	0.078	-0.18	1.5	9%	15	0.9
Cc1cc(C(F)(F)F)c2sc(N)nc2n1	0	5	7	-0.15	0.48	1.3	4%	4	1
CCCCCCSc1cc(C)nc2ncnn12	7	2	10	-0.021	-0.037	1.1	6%	-11	0.9
O=C(NC1CCCc2ccccc21)C1CCN(c2nnc(-n3cccc3)s2)CC1 (stereo not drawn)	24	13	-14	1.1	-0.063	1	2%	-12	0.8
CCC(C)(C(=O)NC1CCCC1)N(CC1CCCO1)C(=O)c1ccc2c(c1)OCO2 (stereo not drawn)	-2	1	-3	0.22	-1.6	1.1	3%	0	0.9
N#Cc1ccsc1NC(=O)COc1ccc(-c2nnco2)cc1	27	10	-14	-0.058	0.66	1	3%	-10	0.9
COCCCN1C(=O)C(=O)/C(=C(/O)c2ccc(OCC(C)C)cc2)C1c1cccnc1 (stereo not drawn)	-3	9	6	0.98	1.2	1.1	3%	-1	0.9
Cc1cc(C)n(C2CCCCC2OC(=O)c2ccccc2)n1 (stereo not drawn)	7	-12	6	0.69	0.11	1.1	3%	15	0.9
COC(=O)C1=C(C(=O)c2ccccc2)C(c2cccs2)n2nnnc2N1 (stereo not drawn)	2	12	20	-0.0031	-0.2	1.1	6%	10	0.9
CC(=O)n1cc(C2C(=O)CCCC2=O)c2ccccc21	0	10	-5	-0.54	-0.18	1.2	7%	8	0.9
CCOC(=O)c1c(NC(=O)c2csc(C)c2)sc(C(C)=O)c1C	5	8	-13	-0.18	0.25	1.1	9%	-4	1
CCCCNC(=O)c1nc2ncc(Br)cn2n1	6	3	-5	0.41	0.049	1	3%	2	0.9
CCn1nnc(-c2ccccc2NC(=O)c2cc(OC)c(OC)c(OC)c2)n1	20	8	-2	0.014	-0.026	1.2	2%	23	0.9
Cc1ccc(S(=O)(=O)Nc2cccc3ncccc23)s1	-91	5	100*	0.52	-0.16	1.2	3%	-80	1.1
COc1ccc(CCNC(=O)Cn2nnc(-c3ccc(N4CCOCC4)cc3)n2)cc1OC	24	9	-14	0.21	-0.41	1.1	5%	26	0.9
CCOc1cccc(NC(=O)C2CCCN(S(=O)(=O)c3ccc(-n4cnnn4)cc3)C2)c1 (stereo not drawn)	19	4	-20	-0.2	-0.22	1.1	3%	-3	0.9
CC(C)(/C=N/O)/[N+]([O-])=C/c1ccccc1C(F)(F)F	-7	/	-16	0.67	0.61	1.1	3%	-13	0.9
O=S(=O)(NCC1CCCO1)c1ccc2oc3ccc(S(=O)(=O)NCC4CCCO4)cc3c2c1 (stereo not drawn)	-7	-1	4	-0.45	0.45	1.1	8%	-7	1
COc1cc(C(=O)Nc2cc(-c3nc4cc(C)ccc4o3)ccc2C)cc(OC)c1OC	33	0	17	0.8	-0.32	1.8	1%	44	0.9
O=C(NCc1ccco1)c1cccc(S(=O)(=O)N2CCCCC2)c1	6	0	2	0.2	-0.014	1	1%	7	0.8
CCOc1ccc(CN2CCN(C(=O)c3ccccc3)CC2)cc1	-6	10	-2	-0.46	-0.26	1	4%	-8	0.9
O=C(C1CCC(C(=O)N2CCc3ccccc32)CC1)N1CCc2ccccc21 (stereo not drawn)	-16	5	5	0.7	1	1.1	3%	-2	1
O=C(CSc1nc(-c2ccco2)cc(C(F)(F)F)n1)NCCc1ccccc1	2	8	23	-1.2	0.19	1.6	3%	-17	0.9
Cc1ccc2[nH]c3c(c2c1)CN(C(=O)CN1CCCc2ccccc21)CC3	6	0	18	5.4	-0.92	1.1	1%	-5	0.9
O=C1c2ccccc2C(=O)N1c1ccc(S(=O)(=O)N2CCN(c3ccccc3)CC2)cc1	-5	-1	-17	1.5	0.58	1.1	4%	9	0.9
CCN1CCN(c2nc3c(c(=O)n(C)c(=O)n3C)n2Cc2cccc3ccccc23)CC1	15	11	-1	0.24	-3.3*	1.1	2%	-14	0.9
Cc1ccc2cc(CCNC(=O)CC(C)C)c(=O)[nH]c2c1	-4	5	-14	0.012	1.1	1.2	8%	14	0.9
COC(=O)c1ccc(NC(=O)C2CCCN2S(=O)(=O)c2ccc(F)cc2)cc1 (stereo not drawn)	-10	13	4	3.7	-0.25	0.98	6%	-13	1
CSC(=NCc1cccnc1)NS(=O)(=O)c1cccs1	-5	9	-4	0.19	0.67	1.1	6%	0	0.9
O=C(CN1CCN(c2ncccn2)CC1)NCCC1=CCCCC1	-12	5	6	0.1	0.99	1.2	22%	-1	1
CC1(C)Cc2c(sc3nc4n(c(=O)c23)CCC4)CO1	-4	8	0	-0.15	0.16	1.1	3%	2	0.8
CCCn1c(=O)[nH]c(=O)c2c1nc(-c1ccc3c(c1)OCCO3)n2CCN1CCOCC1	2	7	-23	0.087	0.27	1.3	6%	-12	0.9
CN1CCN(Cc2cc(=O)oc3ccc(Cl)cc23)CC1	4	-5	-2	0.36	0.068	1.1	2%	16	0.9
Fc1c(F)c(F)c(CSc2nc3ccccc3[nH]2)c(F)c1F	20	-9	-3	-1.7	-0.29	1	4%	1	0.9
CC1CCCC(NC2CCCCNC2=O)C1 (stereo not drawn)	-9	/	-22	-0.46	-0.16	1.1	0%	13	1.1
CN(c1ccccc1C(N)=O)S(=O)(=O)c1ccccc1	1	10	-5	-0.1	-0.018	1.1	3%	-13	0.9
COCCn1nnnc1CN1CCN(c2cccc(C(F)(F)F)c2)CC1	-9	11	-12	-0.26	-0.21	1.1	9%	-14	0.9
CCS(=O)(=O)NCC(c1cccnc1)N1CCN(c2ccc(F)cc2)CC1 (stereo not drawn)	-2	3	-12	5.1*	-0.55	1.2	3%	-4	1
COc1cccc(CNC(=O)CCNS(=O)(=O)c2cccs2)c1	0	3	-3	0.004	0.25	1.1	4%	-11	1

Quoted at random: 5 compounds from above, in no set order.
mol	SF1 activator	E coli RNAP	tolC growth inh	M1 ag	M1 antagonist	Autofluor 339	NADH enzymes	RORa activator	TNAP act DEA
COc1cccc(CNC(=O)CCNS(=O)(=O)c2cccs2)c1	0	3	-3	0.004	0.25	1.1	4%	-11	1
CC1(C)Cc2c(sc3nc4n(c(=O)c23)CCC4)CO1	-4	8	0	-0.15	0.16	1.1	3%	2	0.8
CC1CCCC(NC2CCCCNC2=O)C1 (stereo not drawn)	-9	/	-22	-0.46	-0.16	1.1	0%	13	1.1
CCCn1c(=O)[nH]c(=O)c2c1nc(-c1ccc3c(c1)OCCO3)n2CCN1CCOCC1	2	7	-23	0.087	0.27	1.3	6%	-12	0.9
CN(c1ccccc1C(N)=O)S(=O)(=O)c1ccccc1	1	10	-5	-0.1	-0.018	1.1	3%	-13	0.9
